# PKM2 act – increases activity of human pyruvate kinase M2; P14618; purified PKM2, Kinase-Glo ATP luminescence, activation; response scale: 0% is enzyme alone, no compound; Potency, µM (doses to about 57.5 µM), for inactives: at the highest dose activation, hits mostly activators; actives 0.34% (n = 260,000); note: potency is the fitted concentration of half-maximal effect; % is set by controls: 0 for no effect and ±100 for the full control effect; nearly all actives have a fitted effect of over 55% in size
#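 Purified hPK-M2 (>95%) run at intermediate activity with 0.1 mM ADP and 0.5 mM PEP in 50 mM imidazole pH 7.2, KCl, MgCl2; 1 h room temperature. ATP formed read by Kinase-Glo luminescence; normalized to uninhibited and no-enzyme controls.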
# RORg inh – inhibitors of mouse ROR gamma transcriptional activity | Drosophila S2 Gal4-RORgamma UAS-luciferase reporter, 20 h | Potency, µM (titrated, usually from 53.6 µM), inactives show at the top dose activity change, negative = inhibition, hits mostly inhibitors | actives 5.4% (n = 310,000); note: potency is the fitted concentration of half-maximal effect; % is set by controls: 0 for no effect and ±100 for the full control effect; nearly all actives have a fitted effect of over 60% in size
# Target sequence (P51450 whole entry, looked up, the tested form may be a part): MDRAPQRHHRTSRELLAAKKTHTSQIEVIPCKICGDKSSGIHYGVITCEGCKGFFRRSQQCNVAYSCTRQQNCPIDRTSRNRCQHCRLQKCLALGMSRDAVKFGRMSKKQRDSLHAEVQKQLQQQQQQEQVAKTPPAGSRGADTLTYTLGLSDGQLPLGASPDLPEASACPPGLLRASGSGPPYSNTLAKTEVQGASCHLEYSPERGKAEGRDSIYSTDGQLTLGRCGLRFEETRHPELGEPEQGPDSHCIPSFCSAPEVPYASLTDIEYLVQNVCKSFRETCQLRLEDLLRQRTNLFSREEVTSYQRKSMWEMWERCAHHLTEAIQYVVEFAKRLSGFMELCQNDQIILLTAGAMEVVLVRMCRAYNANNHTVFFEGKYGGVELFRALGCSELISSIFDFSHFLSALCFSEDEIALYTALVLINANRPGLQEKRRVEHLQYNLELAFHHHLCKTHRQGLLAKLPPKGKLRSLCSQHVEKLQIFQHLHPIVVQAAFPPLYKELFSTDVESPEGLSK
#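 Stable Schneider cell line, Gal4 DNA-binding domain fused to ROR gamma, UAS-luciferase. Cmpd 1 hr RT → CuSO4 700 uM final → 20 hr RT → luciferase reagent 10 min → luminescence.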
# KCNH2 3.1 block – KCNH2 3.1 (human) potassium channel inhibition | activity change, % (tested at about 1.8 µM) | actives 0.95% (n = 340,000) | U2OS KCNH2 3.1, thallium flux FluxOr; hits give low values;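 active = maximum activity change below -70%; inconclusive = maximum activity change from -70% to -50%; inactive = maximum activity change above -50%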;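 note: thallium influx rate constant from kinetic fluorescence after stimulation buffer; % is set by controls: 0 for no effect and ±100 for the full control effect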
#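 Thallium flux read-out: FluxOr dye with Red40 quencher in HBSS/HEPES, 45 min at RT. Rate constants from kinetic reads were normalized to positive and negative DMSO controls. Cells: U2OS virally expressing the 3.1 isoform.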
# Menin MLL FP TR – inhibitors of human menin-MLL interaction, mutant MLL peptide; O00255; AID 1768; Potency, µM (highest dose often 61.6 µM), inactives show at the top dose FP activity change, negative = inhibition, most hits filed as inhibitors; actives 0.23% (n = 270,000); Menin + Texas Red MLL mutant peptide, fluorescence polarization; active = well fitted inhibition curve with a large enough effect in the polarisation, with a control signal flat, not every such curve was filed as active; inconclusive = small, poorly fitted or top-dose-only effect, or effect the other way, or a change in a side signal; inactive = no such curve, though single readings can be large or run the other way; the % refers to the polarisation; note: potency is the fitted concentration of half-maximal effect; % of control where 0% means no effect; many of its hits are not listed in these tables
# VP16 counter – inhibits Gal4-VP16 luciferase reporter, ROR gamma counter-screen | actives 3.5% (n = 310,000) | Potency, µM (doses to about 53.6 µM), for inactives: at the top dose activity, negative = inhibition, actives largely listed as inhibitors | Drosophila S2 Gal4-VP16 UAS-luciferase, luminescence, 20 h;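 note: Gal4-VP16 expression switched on by copper sulfate through the metallothionein promoter; potency is the fitted concentration of half-maximal effect; % is set by controls: 0 for no effect and ±100 for the full control effect; nearly all actives have a fitted effect of over 50% in size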
# ELG1 DNA repair – inhibitors of ELG1-dependent DNA repair in HEK293T cells; HEK293T ELG1-luciferase reporter, luminescence, 16 h; DNA damage induced by 5-fluorouridine; Potency, µM (titrated, usually from 46.1 µM), for the others: at the top dose activity change, negative = inhibition, hits mostly inhibitors; actives 2.3% (n = 330,000); AID 504467; note: potency is the fitted concentration of half-maximal effect; % is set by controls: 0 for no effect and ±100 for the full control effect; nearly all actives have a fitted effect of over 55% in size
#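 Step one: seed 2,000 cells per well. Step two: pin-transfer compound or DMSO alongside 5-fluorouridine. Step three: incubate 16 hr, 37 °C, 5% CO2. Step four: add ONE-Glo, wait 30 min, read luminescence.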
# FLuc counter – firefly luciferase modulation, counter-screen for miR-21 project; P08659; purified FLuc, Km substrates, luminescence inhibition; Potency, µM (series often up to 57.5 µM), for the others: at the top dose activity change, negative = inhibition, most hits filed as inhibitors; actives 6.9% (n = 360,000);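 note: potency is the fitted concentration of half-maximal effect; plate controls were vehicle for no effect and reference inhibitor for full effect; nearly all actives have a fitted effect of over 55% in size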
#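 Biochemical qHTS of compounds, final roughly 60 µM downward over six points, against 10 nM purified firefly luciferase using Km concentrations of substrates (10 uM D-luciferin, 10 uM ATP) in Tris acetate pH 7.5 buffer; luminescence output.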
# NPC1 promoter act – activators of NPC1 promoter; actives 2.4% (n = 320,000); Huh7 NPC1 promoter luciferase reporter, 24 h; Potency, µM (titrated, usually from 9.22 µM), without a hit: top-dose activation, actives largely listed as activators;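 note: potency is the fitted concentration of half-maximal effect; % of control where 0% means no effect; nearly all actives have a fitted effect of over 60% in size; reporter is driven by a mutant NPC1 promoter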
#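 Stably transfected Huh7 (NPC1 promoter→luciferase), 1500 cells/well in Opti-MEM + 10% FBS, 2 h settle, then compound 24 h at 37 °C. Luminescence after 10 min with Amplite reagent.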
# Rab9 promoter act – activators of Rab9 promoter; Huh7 Rab9 promoter-luciferase reporter, luminescence, 24 h; Potency, µM (top dose mostly 9.22 µM), inactives show top-dose activation, negative = inhibition, actives largely listed as activators; actives 2.8% (n = 320,000); AID 485297; note: potency is the fitted concentration of half-maximal effect; % of control where 0% means no effect; nearly all actives have a fitted effect of over 60% in size
#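 Huh7 reporter line, Rab9 promoter upstream of luciferase. Compound exposure 24 h at 37 °C in reduced-serum medium with 10% FBS. Read-out: luminescence.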
# Mito fusion act – inhibitors of mitochondrial division or activators of mitochondrial fusion; S. cerevisiae fusion-defective mutant growth rescue, CellTiterGlo 48 h; AID 485298; Potency, µM (series often up to 46.1 µM), inactives show at the highest dose growth rescue (activation), hits mostly activators; actives 0.23% (n = 320,000);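 note: potency is the fitted concentration of half-maximal effect; % of control where 0% means no effect; nearly all actives have a fitted effect of over 45% in size; temperature-sensitive fusion mutants such as fzo1-1 at 37 °C on non-fermentable ethanol glycerol medium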
#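 Luminescent cell viability in 1536-well qHTS format served as the measure of rescued growth in ts fusion-mutant S. cerevisiae cultured on non-fermentable YPEG for 48 hours at 37C.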
# MBNL1-CUG inh – inhibitors of human MBNL1 binding to CUG repeat RNA; TR-FRET MBNL1-His/biotin-(CUG)12 binding, 665/545 ratio; Potency, µM (titrated, usually from 57.5 µM), for inactives: at the top dose activity change, negative = inhibition, usual class: inhibitors; actives 0.036% (n = 280,000); AID 2675; active = well fitted inhibition curve with a large enough effect in the signal ratio, with a control signal flat, not every such curve was filed as active; inconclusive = small, poorly fitted or top-dose-only effect, or effect the other way, or a change in a side signal; inactive = no such curve, though single readings can be large or run the other way; the % refers to the signal ratio; note: potency is the fitted concentration of half-maximal effect; % is set by controls: 0 for no effect and ±100 for the full control effect
# Target sequence (Q9NR56 whole entry, looked up): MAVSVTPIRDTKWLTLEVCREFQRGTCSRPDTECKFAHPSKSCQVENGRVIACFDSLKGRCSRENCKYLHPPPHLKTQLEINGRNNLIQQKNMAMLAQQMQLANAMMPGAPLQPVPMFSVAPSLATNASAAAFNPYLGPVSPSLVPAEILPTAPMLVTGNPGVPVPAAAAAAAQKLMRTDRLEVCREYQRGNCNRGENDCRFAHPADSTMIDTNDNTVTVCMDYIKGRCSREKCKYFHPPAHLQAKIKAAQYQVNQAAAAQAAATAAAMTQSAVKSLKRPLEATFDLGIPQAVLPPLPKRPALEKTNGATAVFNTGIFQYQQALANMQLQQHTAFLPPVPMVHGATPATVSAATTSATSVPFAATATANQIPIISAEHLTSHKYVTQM
#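 Compounds (final 92 nM to 58 uM) are added to His-tagged MBNL1 and biotin-(CUG)12, then terbium anti-His antibody and streptavidin-XL665 (5 nM final). After 60 min at room temperature, the 665/545 nm ratio is read.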
# * = called active by the depositor; u = inconclusive; x = not tested or not shown; & = joins results of further samples; [ ] = dose if it differs, or a comment. Unless noted, calls come from the whole dose curve; as a rule, active = well fitted curve in the direction sought with a large enough effect; inconclusive = small, poorly fitted or top-dose-only effect, or another doubt; inactive = no such curve, though single readings can be large; an effect the other way counts as inactive or inconclusive.
no.	molecule	PKM2 act	RORg inh	KCNH2 3.1 block	Menin MLL FP TR	VP16 counter	ELG1 DNA repair
1	O=S(=O)(Cc1ccccc1)Nc1ccccc1Br	0%	25%	8	8%	3%	1%
2	Cc1cc(NS(=O)(=O)c2ccccc2)no1	-4%	-18%	13	8%	-5%	3%
3	O=C(Nc1ccccc1)N1CCSc2ccccc21	-4%	1%	-6	-5%	8%[10 µM]	-2%
4	COCCN(C(=S)Nc1cccc(OC)c1)C1CCN(C(C)C)CC1	-3%	-9%	-2	16%	10%	-2%
5	Cc1ccc(NS(=O)(=O)c2ccc(C(=O)OCC(=O)Nc3cc(C)on3)cc2)cc1	0%	4%	-21	0%	-2%	3%
6	CCOc1ccccc1NC(=O)C(c1ccccc1)N1CCN(CC(=O)N2CCOCC2)CC1 (centres undefined)	x	x	-83*	x	x	2%
7	COC(=O)C1=C(C)NC(=O)NC1c1ccc(OC(=O)c2ccco2)cc1 (centres undefined)	-3%	2%	8	23%	-1%	-3%
8	Cc1ccc(C(=O)O)cc1-c1ccc(/C=C2/NC(=O)N(c3ccccc3)C2=O)o1	22%	u	2	15%	12%	4%
9	COc1ccc(C)cc1NC(=O)CN1C(=O)COc2ccc(S(=O)(=O)N3CCCCCC3)cc21	x	23%	4	12%	11%	-31%
10	CCOC(=O)C(=O)N1CCC(Cc2ccccc2)CC1	2%	-9%	2	-7%	20%	-7%
11	CCCCN(CCNP(=O)(OCC)OCC)CP(=O)(OCC)OCC	-8%	0%	-12	-13%	-14%	14%
12	Oc1c(CN2CCOCC2)ccc2ccccc12	-1%	-15%	-6	16%	-4%	4%
13	Cc1cc(C)cc(-n2ncc3c2CCCC3NC(=O)C2(C(N)=O)CC2)c1 (centres undefined)	0%	23%	5	x	-16%	-16%
14	CC1Cc2ccccc2N1C(=O)C1CCCCN1S(=O)(=O)c1ccccc1 (centres undefined)	-1%	11%	-12	-13%	2%	-12%
15	CC(C)CN(C(=O)COC(=O)c1ccc(Br)cc1)c1c(N)n(Cc2ccccc2)c(=O)[nH]c1=O	x	x	0	x	x	-13%

no.	FLuc counter	NPC1 promoter act	Rab9 promoter act	Mito fusion act	MBNL1-CUG inh
1	0%	0%	1%	1%	-6%
2	-2%	-1%	-3%	0%	-8%
3	-6%	-7%	1%	-4%	-7%
4	4%	-1%	-5%	0%	-5%
5	-10%	-2%	-5%	2%	-7%
6	1%	0%	0%	-4%	x
7	-4%	-1%	2%	1%	-6%
8	u	-3%	-1%	0%	u
9	1%&-1%	-3%	7%	3%	1%
10	2%	-6%	-5%	0%	x
11	-4%	-4%	-3%	-3%	-3%
12	-17%	-3%	-1%	-1%	-3%
13	u	-9%	-2%	-3%	0%
14	1%	4%	-5%	2%	-5%
15	-1%	4%	-1%	-3%	x

# (next part)
no.	molecule	PKM2 act	RORg inh	KCNH2 3.1 block	Menin MLL FP TR	VP16 counter	ELG1 DNA repair
16	O=C(O)/C=C/C(=O)Nc1ccc(C(=O)c2ccccc2)cc1	3%	u	-5	u	6%	u
17	COc1ccc(NC(=S)Nn2cnnc2)c(OC)c1	-21%	u	5	x	0%	-1%
18	CC(=O)N1CCN(c2ccc(NC(=S)NC(=O)c3ccc(C)c([N+](=O)[O-])c3)cc2)CC1	0%	u	11	x	7.9µM*	21µM*
19	CCc1nnc(NC(=O)CCC(=O)N2CCCC(O)C2)s1 (centres undefined)	-1%	-12%	1	-3%	-14%	6%
20	Cn1c2ccccc2c2cc(C(=O)NNC(=O)CCl)sc21	1%	14µM*	4	16%	-28%	u
21	CCCc1nc(SCC(=O)c2ccc(F)cc2)c2ccccc2n1	2%	u	3	-17%	u	u
22	Cc1[nH]c(=O)[nH]c(=O)c1S(=O)(=O)Nc1ccc(Cl)c([N+](=O)[O-])c1	x	12%	9	14%	1%	-1%
23	O=S(=O)(Cc1cc(N2CCOCC2)nc(-c2ccccn2)n1)c1ccccc1	-7%	16µM*	1	5%	-19%	3%
24	COc1ccc(C(=O)NCCn2cc(SCC(=O)NCc3ccco3)c3ccccc32)cc1	u	10µM*	2	12%	-23%	u
25	Cc1nc2ccc(NC(=O)c3cccc(S(=O)(=O)N4CC(C)OC(C)C4)c3)cc2s1 (centres undefined)	4%	6%	x	2%	-5%	u
26	CN(C)C(CNc1ncnc2ccccc12)c1c(F)cccc1Cl (centres undefined)	-5%	10%	7	12%	4%	0%
27	Clc1ccc(Oc2nc3c(Cl)cccc3s2)cc1Cl	0%	24%	12	x	6%	1%
28	CC(=O)N(CN1C(=O)c2ccc([N+](=O)[O-])cc2C1=O)c1cccc(C(=O)O)c1	0%	-7%	-28	-1%	-13%	-9%
29	CCOc1ccccc1NC(=O)COc1cccc(-n2cnnn2)c1	-2%	11%	0	15%	-6%	-18%
30	CN(C)c1ccnc(Nc2ccc(F)cc2)c1C#N	1%	-3%	16	-11%	-3%	29%

no.	FLuc counter	NPC1 promoter act	Rab9 promoter act	Mito fusion act	MBNL1-CUG inh
16	3%	-4%	-1%	8%	7%
17	-19%	3%	3%	-4%	5%
18	1%	-2%	0%	2%	u
19	1%	-5%	0%	-3%	-6%
20	-2%	-26%	-11%	1%	x
21	u	-7%	-2%	-3%	27%
22	5%	-3%	-9%	3%	u
23	-5%	-15%	-2%	-1%	x
24	17µM*	20%	u	6%	-8%
25	-2%	0%	-2%	1%	-8%
26	-1%	0%	-2%	5%	2%
27	-1%	25%	-6%	4%	6%
28	5%	0%	-11%	0%	u
29	-1%	-2%	5%	-4%	-9%
30	1%	1%	1%	-3%	-19%

# Next compounds.
no.	molecule	PKM2 act	RORg inh	KCNH2 3.1 block	Menin MLL FP TR	VP16 counter	ELG1 DNA repair
31	CCNc1nc(SC(C(C)=O)C(C)=O)nc(N(C)C)n1	-4%	5µM*	-7	0%	-27%	0%
32	COCCCn1c(=O)c2ccccc2c2ccccc2c1=O	2%	1%	9	1%	1%	13%
33	O=C(NCCc1ccccc1)C1CCN(S(=O)(=O)c2ccccc2)CC1	6%	-18%	27	1%	5%	0%
34	CC(=O)c1cccc(NC(=O)CSc2nnnn2C2CCCC2)c1	0%	23%	-19	-4%	1%	-10%
35	CCCCn1c(SCc2ccc(C(=O)OC)o2)nc2cc(S(N)(=O)=O)ccc21	9%	-16%	-26	2%	10µM*	10µM*
36	CCOC(=O)C1CCCN(Cc2cc(OC)c(O)c(OC)c2)C1 (centres undefined)	0%	-32%	-7	-29%	-6%	12%
37	Cc1ccc(NC(=O)NCc2ccncc2)cc1Cl	-26%	u	2	24%	1%	u
38	C=C(Br)CN1CCN(CC(=C)Br)CC1	-1%	-29%	13	25%	12%	19%
39	c1ccc(-c2nc(NCc3cccs3)c3ccccc3n2)cc1	-2%	-8%	-7	u	1%	-5%

no.	FLuc counter	NPC1 promoter act	Rab9 promoter act	Mito fusion act	MBNL1-CUG inh
31	3%	-3%	-8%	-3%	-3%
32	1%	2%	-1%	5%	-4%
33	-2%	-3%	-1%	1%	2%
34	-1%	-3%	-2%	-3%	-2%
35	-8%	-7%	-18%	-1%	-3%
36	0%	1%	-5%	-4%	-1%
37	-10%	-6%	-5%	-2%	-15%
38	5%	0%	-1%	-4%	3%
39	3%	0%	0%	13%	-1%

# Part of the list above, limited to Mito fusion act, PKM2 act and MBNL1-CUG inh.
nr	SMILES	Mito fusion act	PKM2 act	MBNL1-CUG inh
10	CCOC(=O)C(=O)N1CCC(Cc2ccccc2)CC1	0%	2%	x
21	CCCc1nc(SCC(=O)c2ccc(F)cc2)c2ccccc2n1	-3%	2%	27%
22	Cc1[nH]c(=O)[nH]c(=O)c1S(=O)(=O)Nc1ccc(Cl)c([N+](=O)[O-])c1	3%	x	u

# Screening data (PubChem BioAssay)

# A portion of the library (hit frequency here may not be typical).
